# Source: PubChem BioAssay (National Center for Advancing Translational Sciences (NCATS))
# KDM5B inh = Primary screen for KDM5B Histone Demethylases FDH-coupled qHTS | Potency, µM (highest dose often 57.7 µM), inactives show at the top dose activity change, negative = inhibition, actives largely listed as inhibitors | KDM5B demethylase, FDH-coupled NADH fluorescence (FDH is formaldehyde dehydrogenase) | hit rate 2.6% among 220,000; active = well fitted inhibition curve with a large enough effect; inconclusive = small, poorly fitted or top-dose-only effect; inactive = no such curve, though single readings can be large or run the other way; note: 0% is about no effect; nearly all actives have a fitted effect of over 70% in size
#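 Compound dilutions met 200 nM (final) KDM5BΔAP for 10 min at room temperature before substrate addition. The substrate mix held 12.5 µM H3K4me3 with cofactors 25 µM α-ketoglutarate and 50 µM Fe²⁺. NADH signal gain over 30 min defined activity.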
# * = called active by the depositor; i = inactive; ? = inconclusive; [ ] = dose if it differs, or a comment. Potency is the fitted concentration of half-maximal effect. An excerpt; rates above refer to the full screens.
# The opening five entries as a preview:
Compound | KDM5B inh
CC1Oc2ccc(NC(=O)c3ccc(F)cc3F)cc2CN(C2CCCc3ccccc32)C1=O (centres undefined) | ?
Cc1ccc(C(=O)NC(C(=O)N2CCCCC2)C2CCN(C(=O)c3ccc4c(c3)OCO4)CC2)cc1 (centres undefined) | -3%
CCCC(=O)NNC(=S)NC1CC1 | 24%
COCCNC(=O)C1(C)CN(Cc2ccccc2)Cc2ccc(N3CCOCC3)nc21 (centres undefined) | 32µM*
Cc1nn(C(C)C(=O)NC2CCC(C)CC2)c(=O)c2c1sc1ccccc12 (centres undefined) | -3%

# The listing, repeating the preview:
Compound | KDM5B inh
CC1Oc2ccc(NC(=O)c3ccc(F)cc3F)cc2CN(C2CCCc3ccccc32)C1=O (centres undefined) | ?
Cc1ccc(C(=O)NC(C(=O)N2CCCCC2)C2CCN(C(=O)c3ccc4c(c3)OCO4)CC2)cc1 (centres undefined) | -3%
CCCC(=O)NNC(=S)NC1CC1 | 24%
COCCNC(=O)C1(C)CN(Cc2ccccc2)Cc2ccc(N3CCOCC3)nc21 (centres undefined) | 32µM*
Cc1nn(C(C)C(=O)NC2CCC(C)CC2)c(=O)c2c1sc1ccccc12 (centres undefined) | -3%
CC(c1nc(-c2cccs2)no1)N(C)Cc1cccc(Cl)c1 (centres undefined) | 4%
CCNC(=O)c1coc(COc2ccc3c(c2)C(c2cccc(F)c2)N(C(=O)C(C)C)CC3)n1 (centres undefined) | -24%
CC(C)[C@H]1CN(CCS(C)(=O)=O)C[C@@H]1NC(=O)CCn1cncn1 | 11%
O=C(NCc1ccccc1)c1cc2ccccc2oc1=O | -21%
Cc1ccc(-c2cc3c(=O)n(CCNC(=O)Cc4cccs4)ccn3n2)cc1C | 418%[activator]
CCN1c2cc(C)ccc2-n2cccc2C12CCN(C(=O)Nc1cc(OC)ccc1OC)CC2 | -25%
Cc1ccc(Cn2cc(CCC(=O)NC3CCC(C)CC3)c3ccccc32)cc1 (centres undefined) | ?
COc1ccc(NC(=O)c2cnc3cc(C)ccn3c2=O)c(OC)c1 | -22%
CCCc1cc(=O)oc2cc(OCc3c(C)c(C)cc(C)c3C)ccc12 | -3%
O=C(COc1ccc2ccc(=O)oc2c1)Nc1ccc(F)cc1F | ?
COCCCNC(=O)c1ccc(Cn2c(=O)c3ccccc3n(Cc3ccc(Cl)cc3)c2=O)cc1 | -30%
CCOc1ccc(C=O)cc1-c1ccccc1 | -25%
CS(=O)(=O)c1ccc(-c2cnc([C@@H]3COCCN3Cc3ccc(Cl)cc3)[nH]2)cc1 | ?
CCOC(=O)c1sc2nc(C(C)N3CCOCC3)[nH]c(=O)c2c1C (centres undefined) | 29%
COC(=O)c1c(SCC(=O)Nc2cccc(Cl)c2C)[nH]c2ccccc2c1=O | -3%
CCOc1ccc(NC(=O)Nc2nnc(N3CCCCC3C)s2)cc1 (centres undefined) | -8%
O=C(CN1C(=O)COc2ccc(Cl)cc21)NCC1CCCO1 (centres undefined) | 19%
CC(=O)c1ccc(NC(=O)C(=O)c2c[nH]c3ccccc23)cc1 | 8%
CCCS(=O)(=O)N1CCCN(C(=O)C2CC2)C(c2ccccc2)CC(=O)NCC1 (centres undefined) | 5%

# Rewritten with values ahead of the structure: two of the compounds above
KDM5B inh	Structure
-22%	COc1ccc(NC(=O)c2cnc3cc(C)ccn3c2=O)c(OC)c1
-3%	CCCc1cc(=O)oc2cc(OCc3c(C)c(C)cc(C)c3C)ccc12

# (next part)
Compound | KDM5B inh
Cc1[nH]cnc1CN1CCc2nc(C(=O)Nc3cccc(C(F)(F)F)c3)oc2CC1 | -19%[86.2 µM]
O=C(Nc1ncccn1)C12CC3CC(CC(C3)C1)C2 | 29%
COc1ccc(C(=O)N[C@@H]2CN(Cc3cccnc3)C[C@H]2CN(C)C)cc1OC | ?
CC(C)CCNC(=O)Cn1cc(S(=O)(=O)Cc2ccc(F)cc2)c2ccccc21 | -31%
CCN1C(=O)CCN(Cc2ccc(C#N)cc2)CC12CCOCC2 | -20%
COCCN(C(=O)CCC(=O)Nc1ccccn1)C(C(=O)NC(C)(C)C)c1ccc(OC)cc1 (centres undefined) | 28%
CCc1ccccc1S(=O)(=O)N1CCN(C2(CC)CCN(C(=O)NC)C2)CC1 (centres undefined) | -27%
CCOc1cccc(C2C(C#N)=C(N)OC(C(C)(C)C)=C2C#N)c1OCC (centres undefined) | -24%
O=C(COc1ccccc1Cl)Nc1cccc(-c2nc3ccccc3o2)c1 | -3%
CC(C)CCN(C(=O)Nc1ccc(Cl)c(Cl)c1)C1CCN(C(C)C)CC1 | -13%
N#Cc1cn(CC(=O)Nc2ccc(Cl)c(Cl)c2)c2ccccc12 | -18%
O=C1COc2ccc(N3CCCC3)nc2CN1Cc1ccc(C(F)(F)F)cc1 | ?
COCC(C)NC(=O)C1=CC(c2cccs2)=NS(=O)(=O)N1C (centres undefined) | ?
CC1CCN(C(=O)[C@H]2CCC[C@H]2NC(=O)c2ccncc2)CC1 | 6%
CNC(=O)[C@@H]1CN(C(=O)c2ccncc2)C[C@H]1CO | -21%
CN(CC(=O)Nc1ccc(Cl)cc1)C(=O)c1sccc1-c1ccccc1 | -35%
Cc1nc(-c2cn(C3CCCN(C(=O)c4ccc(F)cc4)C3)nn2)no1 (centres undefined) | -10%
CCCCCCSc1nc(N)c2c3c(sc2n1)CCCC3C (centres undefined) | -11%
Cc1ccc(Nc2cc(C(=O)N3CCOCC3)c3ccccc3n2)cc1 | -7%
CC1CCCN(S(=O)(=O)c2cccc3nonc23)C1 (centres undefined) | ?
CC(=O)c1ccc(NC(=O)CCSc2nc(-c3ccco3)cc(C(F)(F)F)n2)cc1 | i[11.5 µM]
CCC(C)NC(=O)Cn1c(=O)n(CCCCCC(=O)NCc2ccccc2Cl)c(=O)c2sccc21 (centres undefined) | -25%
O=c1oc2cc(OCc3nn[nH]n3)ccc2cc1-c1ccc(Cl)cc1 | i
CC(C)NC(=O)N[C@H]1CCN2C(=O)c3cc(-c4ccccc4)ccc3NC(=O)[C@H]12 | -13%[86.2 µM]
COCC(C)NC(=O)c1cc2ccccc2oc1=O (centres undefined) | 132%[activator]
CCCn1nc(C(=O)OCc2nc(-c3ccccc3)no2)c2ccccc2c1=O | -2%
O=C(C(=O)c1ccc(O)cc1)c1ccccc1 | 13%
Cc1cccc(C(=O)NC(NC(=O)c2cccc(C)c2)c2ccccc2)c1 | -2%
CN(C)c1ccc(-c2ccnc(N[C@H]3CO[C@H]4[C@@H]3OC[C@H]4OC(=O)NCc3ccccc3)n2)cc1 | 28µM*
COc1ccc(C(=O)OCCOc2ccc(C#N)cc2)cc1F | 30%
COC(=O)c1c(SC)nc2ccccc2c1OCc1ccccc1C | 0%
CCC[C@H](N)C(=O)N1CCC(c2cc(N3CCOCC3)nc(C)n2)CC1 | -30%
COCCN1C(=O)c2cccn2CC1CNC(=O)c1nccc2ccccc12 (centres undefined) | -24%
COc1ccc(C2CCCN2Cc2cc(OC)c(OC)c(OC)c2)cc1 (centres undefined) | 5%
N#Cc1cccc(NC(=O)CCNS(=O)(=O)c2ccc3c(c2)CCN3C(=O)C2CC2)c1 | ?
CCOC(=O)Cn1c(=O)c2c3c(sc2n(CCCN(C)C)c1=O)CCCC3 | ?
Cc1cc(N2CCC3(CCCN(CC4CCC4)C3=O)C2)nc2ccccc12 (centres undefined) | 28µM*
CCn1c(CNC(=O)c2ccc(OC)cc2)nnc1SCC(=O)Nc1ccc(OC)cc1 | -11%
O=C(c1ccc2nccn2c1)N1CCCC1 | ?
CCc1ccc(NC(=O)C(=O)NCC(c2cccnc2)N2CCOCC2)cc1 (centres undefined) | -14%
CCc1nn(-c2ccc(F)cc2)c(Oc2ccccc2)c1CCC(=O)N1CCCC1 | 17%
O=C(Nc1ccc(Cl)cc1)N1Cc2[nH]cnc2C[C@H]1c1nc(-c2ccccc2)no1 | -16%[86.2 µM]
CC(C)C[C@@H]1N[C@H](C(=O)N2CCCC2)Cc2cn(Cc3nccn3C)c3cccc1c23 | ?
Cc1sc2cc(C(=O)NCC3CC3)[nH]c2c1CN1CCCCC1 | -5%
COCCN1CC(CO)C2(CCN(Cc3ccc(Cl)c(F)c3)CC2)C1 (centres undefined) | ?
Cc1c(C(=O)Nc2nonc2-c2ccccc2)oc2ccc(F)cc12 | -30%
Cc1ccc(-n2c(C3CCN(C(=O)c4ccc5c(c4)OCO5)CC3)n[nH]c2=O)cc1 | 10%
COC[C@@H]1CN(C(=O)c2cc(C)oc2C)C[C@H]1c1nc(C)no1 | -21%
CCc1cccc(C)c1NC(=O)c1nc2ccccc2nc1N1CCCC1 | 15%
CC(=O)N1CC2(Cc3ccccc31)CN(C(=O)Cc1cccc(Cl)c1)C2 | 0%
Cc1[nH]ncc1CNC(=O)C1CCCCC(=O)N1Cc1ccccc1 (centres undefined) | -1%
COCC(=O)N1CCN2C(=O)N(Cc3ccccc3)C(=O)[C@H]2C1 | -6%[86.2 µM]
C=CCN1CC(=O)N2C(c3ccccc3)c3[nH]c4ccccc4c3C[C@H]2C1=O (some centres undefined) | 24%
O=[N+]([O-])c1cccc(N/N=C/c2cccc(Br)c2)c1 | -6%
O=C(CCc1nc(-c2ccsc2)no1)Nc1ccc(N2CCOCC2)cc1 | -5%
COc1cccc(-c2nc(-c3nc4ccccc4s3)cs2)c1OC | -4%
COc1ccccc1N1CCN(S(=O)(=O)c2cc(C(=O)Nc3ccc(Oc4ccccc4)cc3)ccc2F)CC1 | -2%
O=C(NCc1ccccn1)C1(c2cccc(C(F)(F)F)c2)CCOCC1 | 16%
Cc1nn(CC(=O)Nc2ccc(NC(=O)CC(C)C)cc2)c(=O)c2ccccc12 | 3%
CCOC(=O)CCc1c(C)nc2cc(-c3cc(OC)cc(OC)c3)[nH]n2c1=O | ?

# Some of these compounds in order of their number in KDM5B inh, ascending.
Compound | KDM5B inh
O=[N+]([O-])c1cccc(N/N=C/c2cccc(Br)c2)c1 | -6%
O=C(CCc1nc(-c2ccsc2)no1)Nc1ccc(N2CCOCC2)cc1 | -5%
CC(=O)N1CC2(Cc3ccccc31)CN(C(=O)Cc1cccc(Cl)c1)C2 | 0%
Cc1nn(CC(=O)Nc2ccc(NC(=O)CC(C)C)cc2)c(=O)c2ccccc12 | 3%
O=C(NCc1ccccn1)C1(c2cccc(C(F)(F)F)c2)CCOCC1 | 16%
C=CCN1CC(=O)N2C(c3ccccc3)c3[nH]c4ccccc4c3C[C@H]2C1=O (some centres undefined) | 24%

# Following part:
Compound | KDM5B inh
Cn1c(=O)c2c(nc(SCc3cccc(F)c3)n2Cc2ccccc2)n(C)c1=O | 20%
Cc1ccc(C(=O)Nc2c(C)cccc2C(C)C)s1 | 26%
CCN1C(=O)C2(CCN(C(=O)CC(C)C)CC2)c2ccccc21 | 5%
CC(C)Oc1cccc2c1c(NC(=O)C1CCOCC1)nn2C | 22%
O=C(/C=C/c1cn(CC(O)CN2CCCCCC2)c2ccccc12)c1ccccc1 (centres undefined) | ?
CC(C)C(=O)Nc1ccc(CNC(=O)c2cc[n+]([O-])cc2)cc1 | -17%
O=C(NCC1CCN(Cc2ccc(F)cc2)CC1)c1cc2ccc3cccnc3c2[nH]1 | 0%
COc1cccc(CNC(=O)CN2C(=O)NC3(CCS(=O)(=O)CC3)C2=O)c1 | -13%
CCOc1ccc(C(c2c(C)n(C)n(-c3ccccc3)c2=O)c2c(C)n(C)n(-c3ccccc3)c2=O)c(O)c1 | -8%
O=C(c1ccccc1)N1CCC2(CC1)CC(N(Cc1ccccc1)C1CC1)CCO2 (centres undefined) | -19%
O=C(O)c1ccc(CNCc2cccc(OCc3ccc(F)cc3)c2)cc1 | 7%
COc1cc(C(=O)OCc2ccc(C#N)cc2)cc(Cl)c1OC | -7%
Cc1cc(C)n2nc(SCC(=O)Nc3ccc(O)cc3)nc2n1 | -15%
O=C(CSCC(=O)N(Cc1cccs1)C1CC1)c1ccccc1 | -14%
CCOC(=O)c1ccc(NC(=O)CSc2cn(CC(=O)N3CCCC3)c3ccccc23)cc1 | 5%
CC(C)(C)S(=O)(=O)c1ccccc1-c1noc(-c2ccccc2)c1C(N)=O | 8%
O=C(Nc1ccc([C@@H](O)[C@H]2COCC(=O)N2Cc2cccnc2)cc1)c1ccccc1 | 34%[86.2 µM]
Cc1ccc(/C=C(\C#N)c2nc3ccccc3c(=O)[nH]2)cc1 | -20%
Cc1cc(C(=O)N2CCCCCC2CN2CCC(C)CC2)nn1C (centres undefined) | -15%
COc1ccc(NC(=O)Cc2c[nH]c3ncc(-c4cnn(C)c4)cc23)cn1 | ?
CCOc1ccc(C(=O)N2CCN(c3oc(-c4cccs4)nc3C#N)CC2)cc1 | i
O=C(NC1CCCN(c2cc(-c3ccccc3)[nH]n2)C1)c1cccc2[nH]ccc12 (centres undefined) | 28µM*
CCOC(=O)c1oc2cc(O)ccc2c(=O)c1-c1ccc(Br)cc1 | -10%
CCc1nc2c(c(-c3ccc(O)cc3)n1)CN(Cc1ccccc1)CCC2 | 2%
CS(=O)(=O)N1CCC(OC2CCN(S(=O)(=O)c3ccccc3)CC2)CC1 | -8%
COc1cccc(C(Nc2ccccn2)c2c(NC(=O)c3ccco3)sc(C)c2C)c1 (centres undefined) | ?
CC1=C(C(=O)N2CCCCC2)C(c2ccc(C)cc2)C2=C(CC(C)(C)CC2=O)N1 (centres undefined) | -12%
Cc1ccccc1NC(=O)c1cnc2ccccc2n1 | 14%
Cc1cccn2c(=O)c3cc(C(=O)NCc4cccnc4)c(=N)n(CC4CCCO4)c3nc12 (centres undefined) | i
c1ccc(C(CCn2cncn2)n2ccnc2-c2cc3n(n2)CCNC3)cc1 (centres undefined) | 16%
